Compound activity from PubChem.
PAD4 FP inh: blocks human protein arginine deiminase 4; 330,000 compounds, 0.41% hits; Q9UM07; inhibition, % at 6.36 µM; recombinant PAD4, RCA probe fluorescence polarization;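 active = percent inhibition above a cutoff equal to the mean of all tested compounds plus 3 SD, cut at about 15% in these data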;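 also: 0% = PAD4 with RCA probe and DMSO and 100% = probe without PAD4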
Target sequence (Q9UM07 whole entry, looked up): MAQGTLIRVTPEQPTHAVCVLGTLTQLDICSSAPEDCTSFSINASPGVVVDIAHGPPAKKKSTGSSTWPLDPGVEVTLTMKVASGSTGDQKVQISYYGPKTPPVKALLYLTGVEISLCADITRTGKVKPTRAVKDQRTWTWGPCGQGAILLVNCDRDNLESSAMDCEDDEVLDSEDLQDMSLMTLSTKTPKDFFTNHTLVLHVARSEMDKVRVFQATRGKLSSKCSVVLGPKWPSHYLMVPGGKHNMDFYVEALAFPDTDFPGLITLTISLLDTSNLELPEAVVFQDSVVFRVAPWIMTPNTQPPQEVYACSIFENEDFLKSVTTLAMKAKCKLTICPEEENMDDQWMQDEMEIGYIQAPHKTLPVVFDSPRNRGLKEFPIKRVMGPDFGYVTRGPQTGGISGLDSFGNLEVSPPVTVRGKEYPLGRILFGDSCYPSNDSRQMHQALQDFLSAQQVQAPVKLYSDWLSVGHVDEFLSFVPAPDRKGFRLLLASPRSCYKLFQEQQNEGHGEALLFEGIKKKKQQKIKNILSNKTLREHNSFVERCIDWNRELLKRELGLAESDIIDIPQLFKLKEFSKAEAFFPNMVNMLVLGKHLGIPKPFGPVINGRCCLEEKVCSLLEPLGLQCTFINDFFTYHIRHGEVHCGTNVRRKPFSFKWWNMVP
PAFAH1B2 inh: inhibitors of human PAFAH1B2 | P68402 | recombinant PAFAH1B2, FP-rhodamine activity probe, fluorescence polarization | inhibition, % at 3.39 µM | 340,000 compounds, 1.2% hits | AID 492953;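 active = inhibition above the mean of all tested compounds plus 3 SD, cut at about 24% in these data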;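 also: 0% = enzyme with DMSO and 100% = wells lacking PAFAH1B2; many of its hits are not listed in these tables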
pPAFAH FP inh: pPAFAH (human) enzyme inhibition | 330,000 compounds, 1.5% hits | inhibition, % at 3.39 µM | recombinant pPAFAH, FP-rhodamine probe fluorescence polarization;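 active = inhibition above the mean inhibition across the screen plus 3 SD, cut at about 25% in these data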;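 also: inhibitors block binding of the rhodamine activity-based probe so polarization drops; 0% = enzyme with DMSO and 100% = wells lacking pPAFAH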
Target sequence (Q13093 whole entry, looked up): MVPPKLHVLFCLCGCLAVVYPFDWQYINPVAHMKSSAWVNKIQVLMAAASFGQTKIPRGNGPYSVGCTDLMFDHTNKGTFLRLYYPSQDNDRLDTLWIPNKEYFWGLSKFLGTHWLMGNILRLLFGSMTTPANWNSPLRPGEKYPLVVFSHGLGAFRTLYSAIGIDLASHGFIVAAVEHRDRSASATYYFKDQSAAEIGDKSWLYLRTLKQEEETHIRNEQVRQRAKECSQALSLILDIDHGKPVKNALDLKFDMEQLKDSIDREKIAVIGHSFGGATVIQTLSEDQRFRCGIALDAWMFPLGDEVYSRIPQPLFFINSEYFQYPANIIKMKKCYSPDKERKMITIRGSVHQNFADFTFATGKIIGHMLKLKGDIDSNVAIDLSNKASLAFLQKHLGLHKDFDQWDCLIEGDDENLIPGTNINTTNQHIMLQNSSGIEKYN
GSTO1 counter: GSTO1 inhibition, counter-screen for RBBP9 inhibitors. P78417. 300,000 compounds, 1.1% hits. inhibition, % at 5.96 µM. recombinant GSTO1, activity-based probe fluorescence polarization;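 active = inhibition above the campaign mean inhibition plus 3 SD, cut at about 35% in these data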;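 also: 0% = GSTO1-1 with DMSO and 100% = wells lacking GSTO1-1 enzyme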
LYPLA1 inh: blocks human lysophospholipase 1, a PME1 counter-screen; AID 2174; recombinant LYPLA1, FP-Rh probe fluorescence polarization; 320,000 compounds, 0.16% hits; inhibition, % at 5.9 µM; O75608;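 active = inhibition above the mean of all tested compounds plus 3 SD, set per campaign, cut at about 14% in these data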;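 also: inhibitors block serine hydrolase probe labeling of LYPLA1 so polarization falls; 0% = enzyme with DMSO and 100% = wells lacking LYPLA1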
PAFAH1B3 inh: blocks human PAF acetylhydrolase 1B catalytic subunit 3; Q15102; recombinant PAFAH1B3, FP-rhodamine probe, fluorescence polarization; inhibition, % at 3.39 µM; 340,000 compounds, 0.28% hits;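 active = inhibition above the screen-wide average of all tested compounds plus 3 SD, cut at about 25% in these data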;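 also: 0% = enzyme with DMSO only and 100% = wells lacking PAFAH1B3 protein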
Fam108B inh: Fam108B inhibition, counter-screen for RBBP9 inhibitors; 300,000 compounds, 0.33% hits; recombinant Fam108B, FP-Rh probe fluorescence polarization; inhibition, % at 9.51 µM;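 active = inhibition above the screen mean inhibition plus 3 SD, computed separately per campaign, cut at about 18% in these data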;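 also: inhibitors lower polarization as less probe binds the enzyme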
PAFAH2 inh: PAFAH2 (human) inhibition; Q99487; recombinant PAFAH2, FP-rhodamine activity probe, fluorescence polarization; inhibition, % at 3.39 µM; 340,000 compounds, 0.99% hits; AID 492956;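 active = inhibition above the mean over all tested compounds plus 3 SD, cut at about 30% in these data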;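 also: inhibitors block probe labeling of enzyme so polarization drops; 0% = enzyme with DMSO and 100% = wells lacking PAFAH2 protein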
PME-1 primary: blocks human protein phosphatase methylesterase 1. recombinant PME-1, FP-Rh probe fluorescence polarization. inhibition, % at 5.9 µM. 320,000 compounds, 0.53% hits. AID 2130;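 active = inhibition above the campaign mean of all compounds plus 3 SD, cut at about 26% in these data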;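 also: competitive labeling of PME-1 active site by serine hydrolase directed probe; 0% = PME-1 with DMSO and 100% = wells lacking PME-1 enzyme; inhibitors block probe labeling so polarization falls and inhibition rises; many of its hits are not listed in these tables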
An asterisk follows results filed as active; nt = not tested or not shown.

SMILES	PAD4 FP inh	PAFAH1B2 inh	pPAFAH FP inh	GSTO1 counter	LYPLA1 inh	PAFAH1B3 inh	Fam108B inh	PAFAH2 inh	PME-1 primary
O=C(Nc1ccc(-c2n[nH]c(=S)o2)cc1)c1ccccc1	-4	9	6	-3	4	14	-1	6	1
COc1cc(C(=O)NCCN2CCOCC2)cc(OC)c1OC	-1	-4	0	-9	1	0	4	2	-1
CCOCCCNc1nc(=S)[nH]c2cc(OC)c(OC)cc12	2	-1	5	2	-3	0	-1	4	2
CC(NC(=O)CN1C(=O)NC2(CCCCCC2)C1=O)c1ccccc1 (centres undefined)	4	4	1	nt	0	7	nt	-5	-2
O=S(=O)(c1cccnc1)N1CCn2cccc2C1c1ccccc1F (centres undefined)	-2	3	0	1	-1	11	-3	8	-2
O=C(CSc1nnc(COc2ccccc2)o1)NCCc1ccccc1	4	7	4	9	-1	2	0	-4	-1
CC(=O)N1CCN(c2ccccc2NC(=O)COc2ccc(Br)cc2)CC1	-2	5	5	3	-3	0	1	7	-2
CSc1ccc(CN2CCN(CCC(C)C)C(CCO)C2)cc1 (centres undefined)	4	-2	-2	19	3	2	5	-1	-6
O=C(Nc1ccc2c(c1)OCCO2)N1CCOCC1	0	1	3	4	-1	7	2	-2	5
CCCn1c2c(c(O)c(C(=O)Nc3nccs3)c1=O)CCCC2	-12	-2	1	1	1	3	-6	1	-4
CCC(C)(NC(=O)Cc1c[nH]c2ccccc12)C(=O)NC1CCCCC1 (centres undefined)	3	15	-4	-5	3	9	1	-10	0
CC(=O)Nc1c(C(=O)O)[nH]c2ccccc12	-3	1	6	6	1	6	-1	11	0
O=C(O)CC(NC(=O)Cc1ccc(Cl)cc1)c1ccco1 (centres undefined)	1	nt	3	12	5	nt	2	nt	0
Nc1nc(-c2ccc(Cl)cc2)nc(-c2ccc(Cl)cc2)n1	0	0	-1	-2	1	10	3	-4	3
CCCn1c(SCC(=O)NCCc2ccccc2)nnc1-c1cccnc1	0	1	-2	-2	1	1	-2	2	1
CCOc1cc2[nH]c(=O)n(CCCN3CCCC3=O)c(=O)c2cc1OCC	-4	1	4	-1	3	12	-1	0	2
CCCC(=O)NC(=S)Nc1ccccc1C(F)(F)F	-3	1	1	-1	0	3	-3	-4	0
CC1=C(C(=O)Nc2ccccc2)C(c2coc3ccccc3c2=O)C2=C(CCCC2=O)N1 (centres undefined)	-2	3	6	2	-4	3	-2	3	2
Cn1nccc1C(=O)Oc1ccc(/C=N/NC(=O)c2ccccc2O)cc1	-3	-2	4	-2	-2	11	-2	0	-5
ClC1(Cl)CC1CSc1nnc(-c2ccncc2)o1 (centres undefined)	2	3	3	-1	3	-2	0	2	-1
CC(C)Oc1ccc(/C(O)=C2/C(=O)C(=O)N(CCN(C)C)C2c2cccs2)cc1 (centres undefined)	3	2	4	-2	-3	5	1	1	5
O=C(N/C(=C\c1ccco1)C(=O)N1CCOCC1)c1ccco1	-10	-3	7	4	1	2	-4	-8	5
CCCCn1c(CCC(=O)O)nc2cc(S(=O)(=O)N(C)C)ccc21	0	5	2	3	2	1	-7	4	-8
O=C(Cc1ccc(S(=O)(=O)N2CCOCC2)s1)N1CCN(c2cccc(C(F)(F)F)c2)CC1	-2	3	3	1	1	-9	0	-3	1
Cc1cc(S(=O)(=O)NC2CCCC2)ccc1F	0	4	5	1	0	-1	-1	4	0
CC(C)(C)C1=C[C@@H](CO)C[C@@H](CO)C1	-1	1	-2	3	-3	0	13	-3	-11
COC(=O)c1[nH]c(C)c(/C(O)=C2\C(=O)C(=O)N(CCN(C)C)C2c2ccco2)c1C (centres undefined)	2	0	-7	1	4	3	-1	-7	1
O=C(C(Cc1ccccc1)n1cccc1)N1CCCCC1 (centres undefined)	0	3	-5	6	-2	-7	0	12	-9
O=C(Nc1ccccc1)N1CCn2c1nc1ccccc12	-1	-1	-3	-24	2	-3	-3	1	4
Cc1cc2cc(CNC(=O)Nc3ccccc3)ccc2[nH]1	-5	7	7	-3	-10	5	6	-12	8
COc1ccc2c(c1)-c1c(ssc1=S)C(C)(C)N2	7	5	14	1	-3	5	4	14	14
Cc1ccccc1NC(=O)CSc1cn[nH]n1	0	2	4	1	-1	9	-2	15	-5
Cc1ccccc1N(C(=O)Cn1nnc(-c2cccs2)n1)C(C(=O)NCCC(C)C)c1ccco1 (centres undefined)	-1	3	6	-1	-6	2	-3	3	10
C=CCn1cccc(C(=O)Nc2ccc(SC)cc2)c1=O	4	2	9	2	-3	5	3	0	-28
C/C(=N\NC(=O)C(=O)Nc1ccc(C)cc1)c1ccncc1	2	3	7	2	5	0	8	2	9
O=C(Nc1cccc(F)c1)C1CCCCC1	4	-2	6	1	0	2	0	-12	1
CC1CCCCN1Cc1nc2c(c(=O)n(C)c(=O)n2C)n1CCc1ccccc1 (centres undefined)	0	0	0	3	-2	-1	1	-1	-1
Cc1ccc(Sc2ccc(CO)cc2[N+](=O)[O-])cc1	-1	5	19	-5	3	8	2	1	6
CCOc1ccc(OCC)c(NC(=O)c2ccc(CNc3c(N4CCOCC4)c(=O)c3=O)cc2)c1	3	3	7	-2	-4	5	1	10	0
Cc1cc(C)n(-c2nc3ccccc3c(=O)n2OCC(N)=O)n1	-5	4	-2	5	-3	0	-2	-4	3
O=C(c1ccco1)N1CCN(S(=O)(=O)c2ccc(Cl)s2)CC1	3	9	6	3	-1	4	3	1	0
Cc1cc(C(=O)OCC(=O)Nc2cccc(S(=O)(=O)N(C)C)c2)c(C)o1	-2	1	1	6	-3	-4	1	45*	7
O=C(NCCS(=O)(=O)N1CCN(c2ccccc2F)CC1)c1ccc(Cl)cc1	0	5	0	-6	-1	-2	0	0	-2
CN(NS(=O)(=O)c1ccc(Br)cc1)c1nc(C(F)(F)F)nc2ccccc12	2	5	8	-4	4	-4	3	1	-2
COc1ccc(CCNC(=O)COc2cc(O)c3c(c2)OC(C)(C)CC3=O)cc1OC	1	2	6	1	-1	10	4	7	-1
CN(C)c1ccc(CNC(=O)CN2C(=O)COc3ccc(S(=O)(=O)N4CCCC4)cc32)cc1	0	-1	3	-1	-4	9	-2	6	-4
CC(=O)C(C(C)=O)c1cc(NS(=O)(=O)c2ccccc2)ccc1NS(=O)(=O)c1ccccc1	1	21	24	13	4	6	2	-1	10
CC(C)[C@H](NC(=O)OCc1ccccc1)C(=O)NCc1ccccc1	-7	4	1	2	1	0	-2	1	2

Limited to PME-1 primary and LYPLA1 inh, for some of the entries so far:
structure | PME-1 primary | LYPLA1 inh
Cc1cc(C(=O)OCC(=O)Nc2cccc(S(=O)(=O)N(C)C)c2)c(C)o1 | 7 | -3
O=C(NCCS(=O)(=O)N1CCN(c2ccccc2F)CC1)c1ccc(Cl)cc1 | -2 | -1
CN(NS(=O)(=O)c1ccc(Br)cc1)c1nc(C(F)(F)F)nc2ccccc12 | -2 | 4
COc1ccc(CCNC(=O)COc2cc(O)c3c(c2)OC(C)(C)CC3=O)cc1OC | -1 | -1

Continuation:
SMILES	PAD4 FP inh	PAFAH1B2 inh	pPAFAH FP inh	GSTO1 counter	LYPLA1 inh	PAFAH1B3 inh	Fam108B inh	PAFAH2 inh	PME-1 primary
O=C(COC(=O)CCC1CCCC1)Nc1ccc(F)cc1	-6	12	32*	nt	-2	-2	nt	27	4
COc1ccc(C(C(=O)NC(C)(C)C)N(C(=O)CCC(=O)Nc2ccccn2)C2CCCCC2)cc1 (centres undefined)	-4	-5	-3	2	4	-4	1	-9	-1
Cc1cnc(C(=O)N2CCN(S(=O)(=O)c3ccc4ccccc4c3)CC2)cn1	-2	1	4	0	-1	3	-1	-2	1
CC(=NNC(=O)c1cc(C)nc2ccccc12)c1ccc(N2CCOCC2)cc1	0	0	2	nt	nt	11	nt	6	nt
O=C1c2ccccc2C(=O)N1CCc1nc2ccccc2c(=O)n1CCCn1ccnc1	-5	1	5	4	4	-4	0	5	5
COC(=O)/C=C/c1c(C)[nH]c(=O)[nH]c1=O	1	-3	3	0	-1	-2	-1	-6	-6
Cc1nc(N2CCN(S(=O)(=O)c3ccccc3C#N)CC2)c2c(-c3cccs3)csc2n1	-4	-2	6	-12	-3	4	-12	0	10
COc1ccccc1OCc1ccc(C(=O)Nc2ccccc2)cc1	-1	-3	2	nt	0	7	nt	-5	0
COC(=O)c1c(NC(=O)Cc2ccc(OC)c(S(=O)(=O)N3CCOCC3)c2)sc(C)c1C	-4	3	-3	-5	0	5	1	2	-5
CC1CN(C(=O)CSc2nnc(-c3cccs3)n2N)CC(C)O1 (centres undefined)	-4	2	-6	nt	-2	3	nt	-7	-3
CC1=CC2=NC(=O)/C(=C\c3ccc(OC(=O)c4ccco4)cc3)C(=N)N2O1	-2	3	-7	3	0	6	1	0	-8
OC1(C(F)(F)F)CC(c2ccc3ccccc3c2)=NO1 (centres undefined)	-7	4	6	-7	-3	8	1	-9	2
Cc1ccc(-n2cc(-c3ccccc3)c3c(=O)[nH]cnc32)cc1	-3	0	24	-2	-2	8	-1	6	8
CC1CC(C)CN(S(=O)(=O)c2ccc(C(=O)Nc3nnc(-c4cccs4)o3)cc2)C1 (centres undefined)	-9	8	-3	-16	-5	-5	-3	0	-3
CC1=C(C(N)=O)C(c2ccco2)C(C(N)=O)=C(C)N1	2	3	6	-3	2	6	4	2	2
OCCC1CN(Cc2cn[nH]c2C2CCCCC2)CCN1Cc1ccccc1 (centres undefined)	0	-7	4	-6	1	3	0	3	-5
c1ccc(-n2cnnc2SCc2nc3ccccc3s2)cc1	-13	6	13	-4	0	2	-2	8	-2
Cc1ccc(Cn2c(=N)c(S(=O)(=O)c3ccc(C)cc3)cc3c(=O)n4ccccc4nc32)cc1	0	1	4	1	2	-3	1	1	-2
O=c1c2cc(NC(=S)N3CCC(N4CCCCC4)CC3)ccc2nc2n1CCCCC2	-2	2	3	6	0	5	-4	-8	4
COc1ccc(OC)c(S(=O)(=O)Nc2c(C)cccc2C)c1	-3	1	0	5	-7	11	1	19	7
Cn1c(=O)c(=O)n(C)c2cc(S(=O)(=O)CCC(=O)Nc3c(F)c(F)c(F)c(F)c3F)ccc21	-4	-1	1	4	5	5	-3	5	1
COc1cccc(CN2CC(C(=O)NCCOc3ccccc3)CCC2=O)c1 (centres undefined)	-7	6	3	-36	-4	9	4	2	7
O=C1Nc2ccccc2C12OCCO2	-6	1	0	-1	-2	-2	2	-8	-2
COc1ccc(NC(=O)C2C3C=CC4(O3)C2C(=O)N(CCCN2CCCCC2)C4C(=O)NC2CCCC(C)C2C)cc1 (centres undefined)	0	4	-8	12	-4	14	2	-1	1
CCCNC(=O)c1ccc2c(=O)c(O)c(-c3ccc(F)cc3)[nH]c2c1	-3	14	13	9	-5	25	4	11	16
FC(F)(F)c1nnc2ccc(NCc3cccnc3)nn12	-1	3	3	-2	-2	5	0	4	-5
Cn1c(SCC(=O)Nc2ccccc2Cl)nnc1C1CC1	-2	3	-2	7	1	8	3	-1	10
Cc1cc(S(=O)(=O)Nc2ccccc2C(=O)O)ccc1Cl	-10	15	-6	-7	-2	4	5	-1	0
CC(C)(C)N(Cc1ccccc1)C(=O)c1cccs1	2	15	3	0	3	4	-1	-5	-2
COc1ccc(CCN2C(=O)CC(N3CCN(c4ccccn4)CC3)C2=O)cc1OC (centres undefined)	2	4	-2	0	-2	5	0	-6	-3

This is a subset. The share of hits here may be higher or lower than overall.
